# Assay outcomes from PubChem.
# Bcl-xL primary: inhibitors of human Bcl-xL, primary screen, biochemical, fluorescence polarization, HTS. GST-Bcl-xL / FITC-Bim BH3 peptide fluorescence polarization. Bcl-2-like protein 1 (Homo sapiens), Q07817. 0.7% of 320,000 active. inhibition, % at 10.9 µM. AID 2129, 2009;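 active = inhibition above the mean of all tested compounds plus 3 SD, cutoff set per campaign, cut at about 30% in these data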;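 note: 0% = DMSO wells and 100% = unlabeled Bim-BH3 peptide competitor; inhibitors lower millipolarization by displacing the labeled peptide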
# Target sequence (Q07817 whole entry, looked up): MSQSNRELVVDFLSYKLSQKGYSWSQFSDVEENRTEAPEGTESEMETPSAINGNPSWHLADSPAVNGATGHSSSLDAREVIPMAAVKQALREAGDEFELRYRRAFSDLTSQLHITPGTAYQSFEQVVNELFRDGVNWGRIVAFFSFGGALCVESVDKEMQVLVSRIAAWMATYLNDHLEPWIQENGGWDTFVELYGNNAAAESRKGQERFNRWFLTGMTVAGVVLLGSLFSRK
# AGP1 TOR yeast: modulators of AGP1-GFP expression in yeast TOR pathway, primary screen, cell-based, multiplex flow cytometry, S. cerevisiae, MLPCN library. AID 2066, 2009. GFP response vs DMSO, % at 10 µM. 3 h; GFP as percent of DMSO wells. 0.02% of 320,000 active;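 active = GFP response relative to DMSO above a set limit, near screen average plus 3 SD, cut at about 150% in these data; inconclusive = fewer than 70 cells counted for the yeast strain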;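 note: median GFP channel fluorescence of the gated AGP1 strain per well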
# GLD-1 RNA inh: GLD-1/TGE RNA complex disruptors, primary screen, biochemical, fluorescence polarization. Female germline-specific tumor suppressor gld-1 (Caenorhabditis elegans), Q17339. purified GLD-1 + fluorescein TGE RNA. inhibition, % at 5.96 µM. 0.44% of 320,000 active;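 active = percent inhibition above a per-plate cutoff, the plate mean of test compounds plus 3 SD, cut at about 30% in these data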;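 note: 0% = DMSO wells with GLD-1 and probe and 100% = wells lacking GLD-1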
# Fam108B counter: mouse Fam108B serine hydrolase inhibitors, primary screen, counter-screen for RBBP9 inhibitor project, biochemical, fluorescence polarization; recombinant Fam108B, FP-Rh probe fluorescence polarization; inhibition, % at 9.51 µM; 0.33% of 300,000 active; AID 1947, 2009;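 active = inhibition above the screen mean inhibition plus 3 SD, computed separately per campaign, cut at about 18% in these data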;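 note: inhibitors lower polarization as less probe binds the enzyme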
# CIT2-GFP yeast: modulators of CIT2-GFP expression in yeast, primary screen, S. cerevisiae, GFP fusion, multiplex flow cytometry, MLPCN library; S. cerevisiae CIT2-GFP strain, 3 h; 100 means same as DMSO wells; GFP response vs DMSO, % at 10 µM; 0.065% of 320,000 active;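 active = GFP response relative to DMSO above a set limit, near the screen mean plus 3 SD, cut at about 150% in these data; inconclusive = Fewer than 70 cells measured for a yeast strain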;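 note: ratio of well median GFP fluorescence to mean of DMSO wells on the plate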
# MCL1-BIM inh: inhibitors of MCL1 binding to BIM-BH3, primary screen, biochemical, fluorescence polarization; Induced myeloid leukemia cell differentiation protein Mcl-1 (Homo sapiens), Q07820; GST-MCL1 / FITC-Bim-BH3 fluorescence polarization; inhibition, % at 10.9 µM; 0.68% of 320,000 active;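 active = inhibition above the mean inhibition of all tested compounds plus 3 SD, set per campaign, cut at about 40% in these data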;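 note: 0% = DMSO wells and 100% = unlabeled Bim-BH3 peptide control; higher means more loss of mP so more displacement of Bim peptide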
# Target sequence (Q07820 whole entry, looked up): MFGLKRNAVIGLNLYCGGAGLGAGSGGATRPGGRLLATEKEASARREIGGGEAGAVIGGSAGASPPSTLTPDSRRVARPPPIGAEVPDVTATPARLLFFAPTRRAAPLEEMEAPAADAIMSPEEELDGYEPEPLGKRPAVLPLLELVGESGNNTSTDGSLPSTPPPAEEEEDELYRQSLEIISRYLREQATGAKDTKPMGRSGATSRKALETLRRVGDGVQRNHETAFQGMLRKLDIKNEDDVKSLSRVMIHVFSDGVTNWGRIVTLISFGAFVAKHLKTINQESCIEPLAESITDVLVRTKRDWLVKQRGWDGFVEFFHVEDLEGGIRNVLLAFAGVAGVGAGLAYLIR
# GRK2 inh: compounds blocking aptamer binding on GRK2 – biochemical, human GRK2, bead flow cytometry, HTS, primary screen. FAM-aptamer displacement from GRK2. 0.59% of 330,000 active. inhibition of aptamer binding, % at 10 µM;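 active = inhibition of aptamer binding above 40%, roughly 3 SD of noise, on plates passing a quality check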;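 note: median bead fluorescence of bound FAM aptamer so fluorescent compounds give negative values; no value below 0 was filed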
# VLA-4 inh: inhibition in human VLA-4 binding assay, primary screen, VLA-4 allosteric modulator project, MLPCN library, flow cytometry, VLA-4 expressing cells. inhibition, % (about 7 µM as worked out from the volumes in the protocol). ligand binding flow cytometry. 0.2% of 330,000 active. AID 2557, 2010; in the data active = inhibition above about 50%
# MEX-5 binding: MEX-5 zinc finger RNA-binding disruptors – biochemical, C. elegans, fluorescence polarization, MLPCN library, primary screen. Zinc finger protein mex-5 (Caenorhabditis elegans), Q9XUB2. MEX-5/FITC-TCR2 RNA binding; stronger effect = lower value. activity score (negative = inhibition of binding), % at 10 µM. 0.38% of 300,000 active. AID 1832, 2009;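 active = inhibition past about -25% in most replicates, and total fluorescence under double the plate's negative control median, limit read from the data; inconclusive = replicates evenly split on the limit, or fluorescence at least double controls; inactive = too little inhibition in most replicates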;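 note: 0% = DMSO and -100% = 5 µM competing unlabeled TCR2 RNA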
# Target sequence (Q9XUB2 whole entry, looked up): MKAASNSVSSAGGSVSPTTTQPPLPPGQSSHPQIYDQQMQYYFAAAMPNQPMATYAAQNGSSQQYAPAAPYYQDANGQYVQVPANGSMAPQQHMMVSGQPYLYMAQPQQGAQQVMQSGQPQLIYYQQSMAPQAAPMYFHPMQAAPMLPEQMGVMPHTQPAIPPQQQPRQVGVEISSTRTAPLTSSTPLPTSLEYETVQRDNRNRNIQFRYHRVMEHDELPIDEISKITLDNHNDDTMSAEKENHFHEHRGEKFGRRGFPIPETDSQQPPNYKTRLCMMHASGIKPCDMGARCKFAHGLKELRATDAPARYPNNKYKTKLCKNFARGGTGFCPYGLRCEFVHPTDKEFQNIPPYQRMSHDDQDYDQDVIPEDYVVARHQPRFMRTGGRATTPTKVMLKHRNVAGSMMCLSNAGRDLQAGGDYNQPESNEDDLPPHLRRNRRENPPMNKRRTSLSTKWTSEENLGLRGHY
# * marks the source's active call; other numbers are inactive results; ? = inconclusive; . = no result given; [ ] = dose if it differs, or a comment.
No.	Compound	Bcl-xL primary	MCL1-BIM inh	GLD-1 RNA inh	AGP1 TOR yeast	MEX-5 binding	VLA-4 inh	GRK2 inh	Fam108B counter	CIT2-GFP yeast
1	CN(CC(=O)Nc1ccc(N2CCOCC2)cc1)CC(=O)Nc1ccc(Cl)cc1[N+](=O)[O-]	2	-2	0	105	1.4	5	3	-1	105
2	CC(C)c1ccc(NC(=O)C2CC(=O)N(C(C)C)C2)cc1 (centres undefined)	-4	-6	9	96	-2.4	11	1	-1	86
3	Cc1ccc(C)c(Oc2ccc(S(=O)(=O)N3CCN(C)CC3)cn2)c1	-3	-8	1	114	-1.4	6	0	5	101
4	O=C(Cn1cc2c(n1)CCCC2)NCc1cccs1	2	0	10	99	-2.1	-2	2	-1	100
5	COc1cccc(OC)c1C(=O)NC(C)CCc1ccccc1 (centres undefined)	-4	10	0	105	1.4	-3	0	8	112
6	O=C(COc1ccc2c(-c3ccccc3)cc(=O)oc2c1)Nc1cccnc1	8	2	0	100	-2.6	-2	0	0	100
7	COc1cc(N=c2ssnc2Cl)cc(OC)c1	2	10	4	84	0.5	16	0	-4	74
8	COc1ccc(CNC(=O)C(c2ccco2)N(C(=O)c2snc(C(N)=O)c2N)c2cccc(OC)c2)cc1 (centres undefined)	-1	-11	-4	98	-1.4	5	0	-1	106
9	CCN1C2OC3OC4C(OC3OC2N(CC)S1(=O)=O)N(CC)S(=O)(=O)N4CC (centres undefined)	2	2	1	96	0.1	1	1	1	92
10	On1onc2c3cc(-c4ccccc4)nc3ccc21	6	2	5	89	.	-4	0	27*	92
11	CCOc1ccc(/C=C(\C(=O)O)c2ccc(S(=O)(=O)N3CCCCC3)s2)cc1OC	.	.	1	97	.	1	3	.	111
12	COc1ccc(NC(=O)CCNS(=O)(=O)c2cccc3nsnc23)cc1	2	12	-1	102	0.0	-7	5	-3	99
13	O=C(O)c1ccccc1/C=N/Nc1ccc(S(=O)(=O)N2CCOCC2)cc1[N+](=O)[O-]	3	4	3	100	-1.1	3	0	-5	94
14	COc1ccccc1CNC(=O)c1nnc(Cc2ccc(Cl)cc2)o1	0	-1	2	105	2.3	21	0	1	100
15	CCC1CCCCN1S(=O)(=O)c1ccc(C(=O)Nc2nnc(C3=COCCO3)o2)cc1 (centres undefined)	7	4	2	100	0.0	7	9	-1	99
16	CC1CC(=O)N(c2ccc(NCc3ccc(Cl)cc3)c([N+](=O)[O-])c2)C1=O (centres undefined)	0	4	2	98	8.9	8	1	-2	98
17	CN(Cc1ccccc1)c1ccc(C(=O)O)cc1[N+](=O)[O-]	7	1	0	98	-0.7	8	0	3	100
18	COc1cc(CNc2ccc(N3CCOCC3)c(C(=O)O)c2)ccc1OCC(N)=O	3	-3	7	90	-2.4	-3	0	-4	89
19	O=C1NN(c2ccccc2)C(=O)/C1=C/c1ccc(-c2cccc(C(=O)O)c2)o1	19	24	-3	107	-3.7	4	7	4	106
20	CCOC(=O)C1CCN(C(=O)CSc2n[nH]c(=O)[nH]c2=O)CC1	-3	-10	3	106	0.8	-9	2	-1	108
21	CCCOc1ccc(C(=O)N/N=C/c2ccc(-c3ccc(S(=O)(=O)Nc4ncccn4)cc3)o2)cc1	6	4	6	101	.	3	0	-1	.
22	O=C([C@@H]1Cc2ccccc2CN1)N1CCN(Cc2ccccc2)CC1	.	.	.	100	1.0	-4	3	.	101
23	NC(=O)c1ccsc1NC(=O)CSc1nnc(C2CC2)n1Cc1ccccc1	3	5	6	98	2.2	9	0	2	96
24	COc1ccc(CCNC(=O)c2coc3ccccc3c2=O)cc1OC	-4	-10	-7	101	-4.4	-2	0	2	106
25	CC(=Nc1ccccc1)C1=C(O)CC(C)(C)CC1=O	2	-12	-3	102	0.9	-3	0	0	89
26	CCOC(=O)Cc1csc(SCC(=O)Nc2cccc(C#N)c2)n1	1	5	4	97	0.3	22	3	2	86
27	CCCCCCCCCOC(=O)C1N2C(=O)[C@@H](NC(=O)COc3ccccc3)[C@H]2SC1(C)C (some centres undefined)	8	10	4	90	-0.5	-8	0	0	98
28	CC(C)Oc1ccc(-c2cc(=O)[nH]c(=O)[nH]2)cc1	-1	-2	3	110	2.6	-7	6	3	108
29	COC(=O)c1cc(-c2ccccc2)sc1N	1	0	0	85	-0.2	0	0	-2	90
30	O=C(CCc1ccccc1)NNC(=O)C1CCCCC1	0	1	-2	90	0.4	-176	1	-1	87
31	O=S(=O)(NCc1csc(-c2cccs2)n1)c1ccccc1	2	-1	0	115	-0.4	19	0	0	101
32	CCOC(=O)Cc1cnc(NC(=O)CSc2nc3ncnc(N)c3[nH]2)s1	-1	-8	0	85	-5.5	8	0	-1	86
33	Cc1nn(-c2nnc(NC3CCCCC3)nn2)c(C)c1Br	-1	-1	-4	92	-0.5	2	4	8	85
34	O=c1ccnc(Sc2ncccc2[N+](=O)[O-])[nH]1	10	15	1	92	1.6	26	0	-2	89
35	O=C(CCc1nc2ccccc2c(=O)[nH]1)NNC(=O)COc1ccc(Br)cc1	13	14	2	91	-3.1	1	1	-5	90
36	C=CCn1c(COC)nnc1SCC(=O)c1ccc(F)cc1	-3	6	7	106	-1.8	-56	5	-1	106
37	Cc1ccc(C(c2nnnn2CCc2ccccc2)N2CCSCC2)cc1 (centres undefined)	3	3	5	97	1.1	8	3	-1	94
38	COc1ccc(Br)cc1/C=N/N1CCN(Cc2ccccc2Cl)CC1	5	8	-7	94	-1.3	0	0	-2	97
39	CCNC(=S)Nc1nc2c(cc1C(=O)OCC)CCCC2	9	7	8	101	0.2	12	1	0	103
40	COc1ccc(C(=O)Nc2cnn(Cc3ccc(Cl)cc3)c2)cc1OC	4	6	4	106	1.1	13	2	-1	101
41	Cc1ccc(Oc2ncccc2/C=N/OCc2ccc(Cl)cc2Cl)cc1	1	1	-8	105	0.9	22	1	-2	111
42	CCOc1ccc(-c2c(=O)n(OCC)c3ccccc3[n+]2[O-])cc1	3	0	-3	85	-0.1	15	0	-3	89
43	CCOc1ccc(NC(=O)c2cccnc2C(=O)O)cc1	4	6	2	105	-3.2	18	0	2	102
44	O=C(Nc1cccc(S(=O)(=O)Nc2ccc(Cl)cc2)c1)c1ccc(Cl)nc1	10	5	2	102	2.3	-8	0	-13	103
45	O=C1CN(c2nc(-c3ccccc3)c3ccccc3n2)c2ccccc2N1	1	-8	7	99	-11	11	3	-8	108
46	COCCN(C(=O)C1CC1)c1nnc(-c2cccc(C)c2)s1	1	-13	-6	86	-0.2	10	3	0	89
47	COc1ccc(C(=O)Oc2ccc3c(C)cc(=O)oc3c2C(C)=O)cc1	5	10	0	92	-0.5	3	1	0	94
48	N#CCC(=O)Nc1ccc(C(=O)NCc2ccccn2)cc1	2	3	8	98	1.0	-7	2	-4	99
49	COc1ccc(C2CC(c3ccccc3)=NN2C(=O)CSc2ncn[nH]2)cc1 (centres undefined)	-2	-11	-1	104	1.0	3	0	2	101
50	Oc1ccc(/C=N/n2c(-c3ccccc3)n[nH]c2=S)cc1Br	.	.	.	83	-23	-1	1	.	102
51	Cc1cccc(C)c1OCC(O)CN1CCN(c2ccccn2)CC1 (centres undefined)	1	-4	1	102	-2.0	2	0	2	103
52	CCOC(=O)C1=C(COC(=O)[C@@H](NC(=O)c2cccc(C)c2)C(C)C)NC(=O)NC1C (some centres undefined)	.	.	-4	104	.	4	0	.	109
53	CCOc1ccc(NC(=O)C(=O)NCCN2CCN(C(=O)c3ccc(C)cc3)CC2)cc1	2	-1	3	98	-0.7	12	2	2	109
54	CC(C)C(NC(=O)C1CCCCC1)C(=O)NC1=NCCS1 (centres undefined)	9	14	9	101	-0.1	-2	1	0	99
55	COc1ccccc1NC(=O)C(=O)NCCCN1CCCC1=O	3	-8	11	99	1.5	2	0	-3	106
56	COc1ccccc1OCC(=O)NCc1cccs1	2	7	-1	93	-1.5	6	0	-1	94
57	CC(=O)n1nc2nc(C)cc(C)c2c1N	-7	0	1	101	0.4	7	0	0	102
58	Cc1cccc(NCc2ccc(N(C)C)cc2)n1	3	7	1	109	-4.3	-16	11	-1	112
59	Cn1cccc1C(=O)OCC(=O)NC1CCS(=O)(=O)C1 (centres undefined)	3	1	4	102	-1.3	12	4	1	102
60	Nc1ncnc2c1ncn2[C@@H]1O[C@H](CN2CCCS2(=O)=O)[C@@H](O)[C@H]1O	.	.	2	94	.	14	14	.	93

# Next part:
No.	Compound	Bcl-xL primary	MCL1-BIM inh	GLD-1 RNA inh	AGP1 TOR yeast	MEX-5 binding	VLA-4 inh	GRK2 inh	Fam108B counter	CIT2-GFP yeast
61	O=P(c1ccccc1)(c1ccccc1)C(c1ccccn1)P(=O)(c1ccccc1)c1ccccc1	-1	1	5	105	1.2	25	0	1	95
62	CCOc1ccc(NC2=C(OC)C(=O)c3ccccc3C2=O)cc1	8	6	1	88	-3.8	3	1	6	89
63	CC1CCN(S(=O)(=O)c2ccc(C(=O)OCc3ccc4c(c3)OCO4)cc2)CC1	8	-1	-4	106	-0.1	-9	0	-5	109
64	C=CCOC(=O)c1ccccc1C(=O)OCC=C	.	.	1	114	.	4	1	.	100
65	CCCCCc1nnc(NC(=O)c2cccc(S(=O)(=O)N3CCOCC3)c2)s1	3	3	1	103	.	16	1	.	98
66	CCC(=O)Nc1cccc(NC(=O)c2ccc(Br)cc2)c1	4	-2	0	110	2.1	-2	5	-6	106
67	CCC(CC)C(=O)c1c[nH]c(C(=O)NCc2ccccc2OC)c1	3	-4	3	103	0.0	11	2	-4	109
68	COc1ccc(CC(=O)N(Cc2ccccc2)c2ccc(C)cc2)cc1S(=O)(=O)N1CCOCC1	4	7	1	105	0.4	6	0	-2	100
69	Cc1cc(-c2ccccc2C(=O)NC2CCCCC2)on1	2	5	2	106	1.9	-16	5	-2	95
70	COC(=O)c1ccccc1N=Nc1c(N)[nH][nH]c1=O	5	9	-2	98	0.9	2	2	0	102
71	C(=N\N(Cc1ccccc1)c1ccccc1)/c1cccnc1	1	1	3	94	0.1	13	0	-1	81
72	Cc1ccc(NC(=O)CSc2ccc3nnc(-c4ccccn4)n3n2)cc1	4	1	2	97	0.2	11	5	0	.
73	O=C(N/N=C/c1ccc2c(c1)OCO2)c1cccc2ccccc12	3	3	2	102	0.9	5	0	0	102
74	CC(C)c1c(O)nc(SCC(=O)N2CCCCC2)[nH]c1=O	0	0	1	17[may fluoresce violet]	0.0	4	0	-5	?
75	COc1ccc(CSCC(=O)Nc2ccc(S(=O)(=O)N3CCCCCC3)cc2)cc1	3	10	-9	112	1.8	6	2	-10	108
